NALP3 yeast inh: NALP3 inflammasome inhibitors in reconstituted yeast, primary screen, luminescence, uHTS; Yeast reconstituted NLRP3/ASC/caspase-1, beta-gal luminescence, 24 h; inhibition, % at 10 µM; 0.39% of 330,000 active;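 active means inhibition of 50% or more; inactive means inhibition below 50%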;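 further: plate controls were induced DMSO wells for no effect and uninduced yeast grown without galactose for full effect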
Mdm2-MdmX inh: inhibitors of human Mdm2-MdmX association, primary screen, cell-based, luminescence, split luciferase, SaOS-2, uHTS; Protein Mdm4 (Homo sapiens) + E3 ubiquitin-protein ligase Mdm2 (Homo sapiens), …; SaOS-2 split-luciferase Mdm2/MdmX complementation; inhibition, % at 8 µM; 3% of 330,000 active; AID 485346, 2010;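 active means inhibition of at least 50% at 8 µM in the primary screen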
tim23-1 inh: growth inhibitors of tim23-1 mutant yeast, primary screen, luminescence, uHTS; S. cerevisiae tim23-1 growth, BacTiter-Glo luminescence, 24 h; inhibition, % at 20 µM; 1.3% of 330,000 active;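 active means growth inhibition of the mutant yeast at or above 50%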;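 further: temperature-sensitive mutant grown at 25 °C; plate controls were DMSO-treated mutant yeast for no effect and medium wells lacking yeast for full effect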
XBP1 UPR activ: activators of adaptive XBP1 UPR arm, primary screen, cell-based, CHO-XBP1 luciferase reporter, luminescence, uHTS; IRE1-XBP1 UPR activation; percent of tunicamycin response, DMSO as zero; activation, % at 20 µM; 0.33% of 330,000 active;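 active means versus positive control, 20 µM dose yields 30% or more activation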;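 further: 100% = tunicamycin at 10 µg/mL and 0% = DMSO only wells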
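Material – CHO cell line with stable XBP1 luciferase reporter · Buffer or medium – F12 plus 10% FBS · Compound – single point, 20 µM final compound, 1% DMSO · Schedule – 16-18 h cell attachment at 37 °C, then 6 h compound exposure · Signal – Steady-Glo luminescence read · Benchmarks – high control tunicamycin 10 µg/mL final, low control DMSO vehicle only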
TIM10 inh: growth inhibitors of isogenic TIM10 control yeast, primary screen, counter-screen for tim10-1 yeast inhibitor project, luminescence, uHTS; S. cerevisiae TIM10 strain growth, BacTiter-Glo luminescence, 24 h; inhibition, % at 10 µM; 1.4% of 330,000 active; AID 463195, 2010;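 active means inhibition of 40% or more at the single tested concentration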;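 further: wild-type TIM10 isogenic control strain grown at permissive 25 °C; 0% = DMSO yeast wells and 100% = minimal medium wells without yeast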
GRIN3A LBD mod: binders of NR3A ligand-binding domain, primary screen, biophysical, differential scanning fluorimetry, uHTS. NR3A LBD differential scanning fluorimetry, Tm shift; 0% = protein alone, 100% = glycine-bound protein. Tm shift relative to glycine control, % at 25 µM. 2.5% of 340,000 active. AID 1259313, 2017;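 active means melting temperature shift of at least 10% of the positive control shift, at one fixed dose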
tim10-1 inh: growth inhibitors of tim10-1 mutant yeast, primary screen, luminescence, uHTS | S. cerevisiae tim10-1 ts strain growth, BacTiter-Glo, 24 h | inhibition, % at 20 µM | 2.2% of 330,000 active;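 active means inhibition of at least 40%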;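 further: mutant grown at 25 °C; 0% = DMSO wells with yeast and 100% = wells holding no yeast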
APJ ag: agonists of human apelin receptor APJ, primary screen, CHO-K1 cells, PathHunter beta-arrestin, luminescence; activation, % at 20 µM; P35414; AID 2520, 2010; 0% DMSO wells, 100% apelin; 0.11% of 330,000 active;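 active means activation more than six SD over the plate average, tested at 20 µM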;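 further: 0% = DMSO alone and 100% = apelin-13 at 10 nM; some results filed as inactive read as strong as hits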
Target sequence (P35414 whole entry, looked up): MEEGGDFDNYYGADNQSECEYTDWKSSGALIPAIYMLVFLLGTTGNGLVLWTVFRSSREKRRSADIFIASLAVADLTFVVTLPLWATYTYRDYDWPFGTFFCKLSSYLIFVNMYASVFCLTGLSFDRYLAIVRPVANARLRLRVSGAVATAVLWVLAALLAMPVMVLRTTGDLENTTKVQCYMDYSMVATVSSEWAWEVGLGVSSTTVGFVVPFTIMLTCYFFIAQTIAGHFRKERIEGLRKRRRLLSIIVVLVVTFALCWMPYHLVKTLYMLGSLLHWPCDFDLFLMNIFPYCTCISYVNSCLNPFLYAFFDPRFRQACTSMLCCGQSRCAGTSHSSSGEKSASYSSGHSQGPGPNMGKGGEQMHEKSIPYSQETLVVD
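system = engineered CHO-K1 APJ arrestin reporter cells | input = 1000 cells per well | timing = overnight seeding, 90 min compound at 25 °C, 1 h detection | measured by = enzyme-fragment complementation luminescence | read-out = beta-arrestin recruitment to APJ as agonist activity, luminescent signal | control set = negative DMSO alone, positive Apelin-13 at 10 nM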
UPR CHOP act: activators of apoptotic CHOP UPR arm, primary screen, cell-based, CHO-CHOP luciferase reporter, luminescence, uHTS; activation, % at 10 µM; UPR activation; percent of tunicamycin response over DMSO baseline; 0.34% of 330,000 active;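 active means at 10 µM dose, activation of 40% or more, normalized to positive control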;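 further: 100% = tunicamycin at 10 µg/mL and 0% = DMSO alone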
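System: CHO-CHOP luciferase reporter cell line; amount: 500 cells/well; buffer or medium: F12 medium containing 10% fetal bovine serum; incubation: 6 h compound exposure at 37 °C after overnight seeding; measured by: luciferase luminescence after 10 min with Steady-Glo reagent; evaluation: % reporter activation, DMSO baseline versus tunicamycin full activation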
* hit, by the source's call; . = not tested or not shown.

Structure	XBP1 UPR activ	Mdm2-MdmX inh	TIM10 inh	APJ ag	NALP3 yeast inh	UPR CHOP act	GRIN3A LBD mod	tim23-1 inh	tim10-1 inh
CC1(C)Cn2c(nnc2-c2cccc(O)c2)S1	0	1	-13	-4	10	-1.4	-2	-2	16
COc1ccc(-c2nnc(SCc3ccc(C(=O)O)cc3)n2N)cc1	-1	-5	-1	-2	12	-1.0	-1	12	1
CC1CCCN(C(=O)c2cccc(S(=O)(=O)N3CCCC3)c2)C1 (stereo unspecified)	-4	-29	0	-5	19	-1.6	-1	18	7
Cc1noc(C)c1S(=O)(=O)NCc1ccc(CN(C)C)cc1	-2	21	5	-3	23	1.3	3	8	4
O=S(=O)(c1ccc2nnn(OCc3ccccc3)c2c1)N1CCOCC1	0	26	13	6	13	1.9	0	11	7
COc1cc2c(cc1OC)[C@@H](NC(=O)C(C)C)[C@H](OCc1ccccc1)C2	0	11	-8	.	.	-0.5	0	20	4
CCN(CC)C(=O)C1CCCN(Cc2ccccc2)C1 (stereo unspecified)	-1	2	-6	-5	3	0.2	0	2	3
COC(CNC(=O)c1ccc2c(c1)nc(C)n2-c1cccc(F)c1)OC	0	6	-20	2	-2	-0.2	-2	15	16
CCOC(=O)C1(C(=O)OCC)CC1c1ccccc1 (stereo unspecified)	1	18	-9	-2	13	-0.2	-2	0	3
CCOc1ccc(N=Nc2c(=O)[nH]n3c(=O)c4c([nH]c23)CCCC4)cc1	-3	-11	6	-2	25	-0.5	5	4	24
COc1cccc(CC(NC(C)=O)C(=O)NC2CCN(c3nc(C)cc(C)c3C#N)CC2)c1OC (stereo unspecified)	0	6	17	-3	13	-1.7	-3	5	0
O=C(O)c1cccc(N2C(=O)Nc3ccccc3N2O)c1	0	6	3	-7	16	0.4	-2	-8	-9
CC1CC(C)CN(S(=O)(=O)N2CCC(C(=O)NCCc3ccccc3)CC2)C1 (stereo unspecified)	-2	1	16	8	3	1.0	3	14	18
CCc1cc(=O)oc2cc(C)cc(OCC(=O)NC3CCN(Cc4ccccc4)CC3)c12	-5	28	6	-4	9	0.1	0	-3	9
CCCCNC(=O)C1CC(c2c(Cl)cccc2Cl)=NO1 (stereo unspecified)	-2	21	0	2	20	-2.5	3	12	0
CCCCn1c(=O)c(CCC(=O)OCC(=O)NCc2ccc(OC)c(OC)c2)nc2ccccc21	0	-19	15	-3	-2	-1.3	-1	15	10
CN(Cc1cccs1)C(=O)CN1CCN(S(=O)(=O)c2ccc3c(c2)OCCCO3)CC1	-5	-5	14	-3	5	2.3	-2	14	16
COc1cccc(OC)c1C(=O)Nc1cccc(-c2ccc3nncn3n2)c1	0	-42	-15	-1	10	0.7	-1	10	8
CCOc1ccccc1NC(=O)COC(=O)C(CC(C)C)N1C(=O)C2CC=CCC2C1=O (stereo unspecified)	-5	1	13	-1	-1	-2.0	-1	29	39
Cc1cccc(N2CCN(C(=O)c3ccc(N4CCCC4=O)cc3)CC2C)c1 (stereo unspecified)	-1	-4	14	6	-7	-0.1	-1	21	22

Fetched one by one from above:
Structure	XBP1 UPR activ	Mdm2-MdmX inh	TIM10 inh	APJ ag	NALP3 yeast inh	UPR CHOP act	GRIN3A LBD mod	tim23-1 inh	tim10-1 inh
COc1cccc(CC(NC(C)=O)C(=O)NC2CCN(c3nc(C)cc(C)c3C#N)CC2)c1OC (stereo unspecified)	0	6	17	-3	13	-1.7	-3	5	0
CC1CCCN(C(=O)c2cccc(S(=O)(=O)N3CCCC3)c2)C1 (stereo unspecified)	-4	-29	0	-5	19	-1.6	-1	18	7

Carrying on:
Structure	XBP1 UPR activ	Mdm2-MdmX inh	TIM10 inh	APJ ag	NALP3 yeast inh	UPR CHOP act	GRIN3A LBD mod	tim23-1 inh	tim10-1 inh
COc1ccccc1NC(=O)c1nc[nH]c1C(=O)Nc1ccccc1OC	-2	35	16	-6	14	1.0	-1	-4	22
CC1CCN(S(=O)(=O)c2ccc(NC(=O)CN3CCCC3)cc2)CC1	0	2	-4	1	16	2.5	-2	4	-5
Cc1cc(C)nc(/N=C(\N)Nc2ccc(S(=O)(=O)Nc3nccc(C)n3)cc2)n1	0	7	5	5	3	1.8	0	-2	-3
COc1cccc(CNc2ccc(S(N)(=O)=O)cc2)c1OC	-2	-9	25	-1	9	2.7	-2	19	23
O=C(NCc1ccccc1)C1=C[C@H](c2coc3ccccc3c2=O)C[C@H](OCc2ccc(CO)cc2)O1	-2	16	-28	-2	11	1.7	-3	-30	-13
CC(C)N(Cc1ccccc1)S(=O)(=O)c1ccc(F)cc1	-1	31	35	-1	51*	0.4	0	9	7
NC(=O)CC(NC(=O)c1ccccc1)c1ccc(NCc2ccc(F)cc2)c([N+](=O)[O-])c1 (stereo unspecified)	0	-1	-1	-3	4	-1.9	-1	-3	4
COc1ccc(CC(=O)Nc2c(C(N)=O)oc3ccccc23)cc1OC	1	20	-89	-2	9	2.0	0	-30	6
COCCCNCCCCOc1ccc(Br)cc1Cl	-3	20	-27	-2	26	1.5	4	-24	-58
CCCCN(C)CCN1C(=O)C2C(C(=O)Nc3cccc(OC)c3)C3C=CC2(O3)C1C(=O)NC1CCCCC1C (stereo unspecified)	1	4	-7	-4	8	-1.2	0	16	31
Cc1ccc(S(=O)(=O)CC(O)COc2ccc(C#N)cc2)cc1 (stereo unspecified)	3	-4	19	-1	15	0.9	0	12	16
CCS(=O)(=O)N1CCN(c2ccc(C(=O)N3CCOCC3)cc2[N+](=O)[O-])CC1	-1	20	8	-4	12	0.5	0	4	-6
O=C(NCCCC(NC(=O)OCc1ccccc1)C(=O)O)OCc1ccccc1 (stereo unspecified)	-3	7	2	-4	15	-0.2	2	-2	1
COc1cc(NC(=O)c2cccc(COCC(F)(F)C(F)F)c2)cc(OC)c1OC	-4	11	17	1	10	-0.7	-3	21	27
Cc1ccc(S(=O)(=O)NCC(=O)OCC(=O)N(Cc2ccccc2)C(C)(C)C)cc1	-1	-1	12	-1	-7	1.9	-2	13	29
COc1cc(NS(=O)(=O)c2ccc(N/C=C(\C=O)c3nc4ccccc4o3)cc2)nc(OC)n1	-3	4	12	-1	16	-0.4	8	7	29
CC(=O)Nc1ccc2c(c1)nc(CCNC(=O)c1ccccc1)n2C	-1	-8	-4	-5	-5	-0.3	1	-1	1
COc1cc(CN2CCCCCC2)cc(Br)c1O	-5	15	-3	-1	16	2.0	0	14	2
CC(c1cccnc1)N(CCN(C)C)C(=O)Nc1ccc(Cl)c(Cl)c1 (stereo unspecified)	-2	23	-15	-2	6	-1.3	-3	-8	4
O=C1N=C(N2CCOCC2)S/C1=C/c1cc2c(cc1[N+](=O)[O-])OCO2	-5	30	12	3	3	-0.8	2	16	34

(more compounds)
Structure	XBP1 UPR activ	Mdm2-MdmX inh	TIM10 inh	APJ ag	NALP3 yeast inh	UPR CHOP act	GRIN3A LBD mod	tim23-1 inh	tim10-1 inh
CCOC(=O)c1oc2ccc(S(=O)(=O)n3nc(-c4ccc(C)cc4)cc3N)cc2c1C	-4	48	14	-2	15	0.6	0	4	18
N#Cc1ccccc1-n1c(N)c(C(=O)N2CCCC2)sc1=S	-2	24	-12	-7	37	-0.7	2	7	22
O=C(N/N=C/c1ccc([N+](=O)[O-])cc1)c1cnccn1	1	4	-4	2	15	1.1	2	-27	-9
Oc1ccc(-c2sc(Nc3ccccc3)n[n+]2-c2ccc(F)cc2)cc1	2	-18	4	-2	2	-2.0	1	14	0
CCCCNC(=O)C(CC)(ONc1ccccc1C(F)(F)F)c1ccccc1OC (stereo unspecified)	-1	27	-1	-1	19	-0.9	-4	33	11
Cc1ccccc1CSc1nnc(C)n1N	-2	15	-6	-3	7	-0.9	-3	0	-3
C[C@@]12C(=O)NCC(=O)N1[C@@H]1c3cc(Br)ccc3OC[C@@H]1[C@@H]2c1ccccc1	-1	19	-17	-6	5	0.6	-1	-25	-33
O=C(O)C[C@H]1c2cc(C(F)(F)F)ccc2S(=O)(=O)N1C1CCN(Cc2ccccc2)CC1	0	8	0	3	12	-1.2	-3	2	-6
Cc1cc(C)n(CC(=O)N/N=C/c2cccc([N+](=O)[O-])c2)n1	-2	7	-3	-1	14	3.2	-5	-12	-13
NS(=O)(=O)c1ccc(CNC(=O)CC23CC4CC(CC(C4)C2)C3)cc1	3	-29	7	1	0	2.1	2	10	20
CCOc1cc(/C=C/c2nc3ccccc3c(=O)[nH]2)cc(Br)c1OC	29	69*	1	-7	7	2.4	.	10	6
CN(CC(=O)Nc1ccccc1Br)C(=O)c1ccc(-c2ccc(Cl)cc2)o1	-5	11	-10	-2	21	1.2	-24	17	20
CCOc1ccc(N(CC(=O)NCc2ccco2)C(=O)CCC(=O)Nc2nccs2)cc1	6	4	-10	-3	-11	0.5	-1	14	7
Cc1ccc(C(=O)NCC(=O)NCC(=O)OCc2ccc(Oc3ccc([N+](=O)[O-])cc3)cc2)cc1	-1	25	-12	-1	16	-1.5	0	-2	2
N#C/C=C/N1CCC(Cc2ccccc2)CC1	-3	-1	-4	0	10	1.1	-2	20	21
O=C(O)C1C2C=CC3(CN(C/C=C/c4ccccc4)C(=O)C13)O2 (stereo unspecified)	-1	16	-10	-4	4	-0.5	1	-10	10
CC(C)NC(=O)COc1ccc(S(=O)(=O)N2CCOCC2)cc1	-3	-3	8	-2	16	-1.1	1	7	2
Clc1ccc(-c2cc(-c3ccccc3)on2)cc1	1	-183	3	2	18	3.1	0	5	-9
COc1ccc(CNC(=O)C2CCN(C(=O)Cc3ccccc3)CC2)cc1	-2	-25	15	-2	-9	0.8	0	-2	-4
N=C1C(c2nc(-c3ccc(Cl)cc3)cs2)=C(O)CN1NC(=O)c1ccc(O)cc1	2	12	13	1	-1	5.1	2	-1	18

Next part:
Structure	XBP1 UPR activ	Mdm2-MdmX inh	TIM10 inh	APJ ag	NALP3 yeast inh	UPR CHOP act	GRIN3A LBD mod	tim23-1 inh	tim10-1 inh
CC(C)c1ccccc1NC(=S)NCCCn1ccnc1	2	7	0	-1	-4	1.1	0	5	-6
Cc1ccccc1S(=O)(=O)Cc1ccc(C(=O)N(C)C2CCCCC2)o1	-3	11	2	-4	-1	1.1	0	21	13
Cc1nc(/C(N)=N/OC(=O)c2ccc(Cl)cc2)c(C(F)(F)F)o1	5	-5	11	4	16	4.8	-2	34	15
CCC1CCC(C(=O)NC(C(=O)NCCCN2CCCCC2C)C(C)C)CC1 (stereo unspecified)	-2	8	5	-4	-1	-1.8	0	3	4
O=C(Nc1ccc(Cl)cc1N1CCOCC1)C1CCCCC1	2	9	-11	-5	-4	-2.6	-2	17	15

Compound activity as filed in PubChem.

An unsorted share of the library; 8.2% or so of the library scored in one or more.
